Screening data deposited in PubChem by National Center for Advancing Translational Sciences (NCATS).
Integrin act MD – integrin-mediated muscular dystrophy alleviation activation. alpha7betagal myoblasts, beta-gal FDG fluorescence, 48 h. Potency, µM (doses to about 38.3 µM), for inactives: at the highest dose activation, actives largely listed as activators. actives 0.064% (n = 350,000);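 also: potency is read from the fitted curve at half-maximal effect; 100% = response of the positive control SU9516; nearly all actives have a fitted effect of over 60% in size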
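alpha7betagal+/- myoblasts (passage 13, 250/well) treated 48 h at 37C with compounds at 1:260 dilution of DMSO stock. Lysed, then beta-galactosidase activity read as FDG fluorescence (ex 480/em 540) after 30 min, with pre-read for autofluorescence.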
MBNL1-CUG inh – blocks human MBNL1 binding to CUG repeat RNA. Q9NR56. TR-FRET MBNL1-His/biotin-(CUG)12 binding, 665/545 ratio. Potency, µM (doses to about 57.5 µM), inactives show top-dose activity change, negative = inhibition, most hits filed as inhibitors. actives 0.036% (n = 280,000); active = well fitted inhibition curve with a large enough effect in the signal ratio, with a control signal flat, not every such curve was filed as active; inconclusive = small, poorly fitted or top-dose-only effect, or effect the other way, or a change in a side signal; inactive = no such curve, though single readings can be large or run the other way; the % refers to the signal ratio; also: potency is read from the fitted curve at half-maximal effect; % is scaled to controls: 0 for no effect and ±100 for the full control effect
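TR-FRET between His-tagged MBNL1 and biotin-(CUG)12 RNA, detected with Tb anti-His antibody (0.055 ng/ul) and streptavidin-XL665 (5 nM), 60 min at room temperature. Compounds titrated 92 nM to 58 uM; 665/545 nm ratio normalized to buffer and complex controls.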
Mito fusion yeast – inhibitors of mitochondrial division or activators of mitochondrial fusion | S. cerevisiae fusion-defective mutant growth rescue, CellTiterGlo 48 h | Potency, µM (top dose mostly 46.1 µM), without a hit: at the highest dose growth rescue (activation), most hits filed as activators | actives 0.23% (n = 320,000) | AID 485298;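 also: potency is read from the fitted curve at half-maximal effect; % of control where 0% means no effect; nearly all actives have a fitted effect of over 45% in size; temperature-sensitive fusion mutants such as fzo1-1 at 37 °C on non-fermentable ethanol glycerol medium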
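Read-out: ATP-based luminescence (CellTiterGlo, 10 min ambient) reporting growth of fusion-defective ts yeast after 48 hours at 37C on glycerol/ethanol YPEG medium in the presence of compound.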
Menin-MLL TR inh – inhibitors of human menin-MLL interaction, mutant MLL peptide | O00255 | Menin + Texas Red MLL mutant peptide, fluorescence polarization | Potency, µM (titrated, usually from 61.6 µM), without a hit: at the top dose FP activity change, negative = inhibition, actives largely listed as inhibitors | actives 0.23% (n = 270,000) | AID 1768; active = well fitted inhibition curve with a large enough effect in the polarisation, with a control signal flat, not every such curve was filed as active; inconclusive = small, poorly fitted or top-dose-only effect, or effect the other way, or a change in a side signal; inactive = no such curve, though single readings can be large or run the other way; the % refers to the polarisation; also: potency is read from the fitted curve at half-maximal effect; % of control where 0% means no effect; many of its hits are not listed in these tables
CXXC DNA block – blocks binding of human MLL CXXC domain to DNA; Q03164; MLL-CXXC / FITC-HOXA9 DNA fluorescence polarization; actives 0.037% (n = 290,000); Potency, µM (highest dose often 115 µM), without a hit: top-dose activity change, negative = inhibition, actives largely listed as inhibitors; active = well fitted inhibition curve with a large enough effect in the polarisation, with a control signal flat, not every such curve was filed as active; inconclusive = small, poorly fitted or top-dose-only effect, or effect the other way, or a change in a side signal; inactive = no such curve, though single readings can be large or run the other way; the % refers to the polarisation; also: potency is read from the fitted curve at half-maximal effect
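Steps: dispense CXXC domain solution (7 uM) → pin compounds or unlabeled HOX-A9 DNA control → 5 min ambient → add FLSN-HOX-A9 solution (50 nM) → spin → 30 min ambient → fluorescence polarization. Tris pH 7.5/NaCl/DTT/BSA buffer.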
TSHR antagonist – blocks TSH signaling through the human TSH receptor; TSHR-expressing cells, TSH-stimulated cAMP HTRF, 2 h; stronger effect = lower value; activity change, negative = inhibition, % at 11.5 µM; actives 0.2% (n = 330,000); AID 504810;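 active = activity change below a set negative limit, meaning inhibition stronger than a set level, cut at about -70% in these data; inconclusive = activity change between two set negative limits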; also: % is scaled to controls: 0 for no effect and ±100 for the full control effect
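Inhibition of cAMP made by TSHR-expressing cells under TSH stimulation (4nM final, EC80; 2 h, 37 deg C) is quantified with a one-step lysis HTRF kit, anti-cAMP cryptate versus cAMP-d2.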
TCR act – activates T cell receptor signaling; 330,000 tested, under 10 active; primary human leukocytes, anti-CD3, IL-2 HTRF, 48 h; Potency, µM (doses to about 9.22 µM), for inactives: at the highest dose activation of IL-2 secretion, hits mostly activators; also: % of control where 0% means no effect
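Activity was scored as IL-2 release from primary human leukocytes given only a TCR signal (a-CD3 beads) plus compound for 48 hr. Detection used a two-antibody HTRF format read at 665nm.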
S-ASM inh – human S-ASM enzyme inhibition; AID 504937; Potency, µM (series often up to 57.5 µM), for the others: top-dose activity change, negative = inhibition, most hits filed as inhibitors; actives 0.006% (n = 340,000); placental ASM, HMU-PC fluorogenic substrate, 60 min; also: potency is read from the fitted curve at half-maximal effect
Target sequence (P17405 47-631 limits assumed): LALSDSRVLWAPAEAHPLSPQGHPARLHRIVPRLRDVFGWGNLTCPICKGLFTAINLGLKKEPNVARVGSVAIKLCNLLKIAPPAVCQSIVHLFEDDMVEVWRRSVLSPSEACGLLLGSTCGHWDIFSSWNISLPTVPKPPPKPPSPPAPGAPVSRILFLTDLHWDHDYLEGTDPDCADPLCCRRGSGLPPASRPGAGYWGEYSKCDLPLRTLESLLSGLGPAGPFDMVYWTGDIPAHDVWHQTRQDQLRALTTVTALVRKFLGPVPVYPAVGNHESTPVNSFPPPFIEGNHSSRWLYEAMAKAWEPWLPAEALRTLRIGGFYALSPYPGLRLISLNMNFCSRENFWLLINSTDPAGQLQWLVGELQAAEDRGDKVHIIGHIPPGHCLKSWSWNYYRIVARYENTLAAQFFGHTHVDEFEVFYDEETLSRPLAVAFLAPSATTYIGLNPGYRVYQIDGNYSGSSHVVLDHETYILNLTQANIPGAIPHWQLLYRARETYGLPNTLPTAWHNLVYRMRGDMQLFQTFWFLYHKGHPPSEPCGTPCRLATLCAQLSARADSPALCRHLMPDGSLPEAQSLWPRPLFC
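Fluorogenic HMU-PC substrate (9 uM final) is turned over by placental ASM in 60 min at 37 C after a 10 min compound preincubation. Reaction ended by alkaline stop (pH 10), with fluorescence read at 386/447 nm.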
TSG101-PTAP inh – blocks PTAP/TSG101 interaction to inhibit HIV-1 budding. Q99816. Potency, µM (doses to about 115 µM), for the others: at the top dose activity change, negative = inhibition, most hits filed as inhibitors. AID 493005. Fluorescence polarization, FITC-PTAP peptide / Tsg101 binding. 340,000 tested, under 10 active; active = well fitted inhibition curve with a large enough effect in the main read-out, with a control signal flat, not every such curve was filed as active; inconclusive = small, poorly fitted or top-dose-only effect, or effect the other way, or a change in a side signal; inactive = no such curve, though single readings can be large or run the other way; also: potency is read from the fitted curve at half-maximal effect; % of control where 0% means no effect
Target sequence (Q99816 whole entry, looked up): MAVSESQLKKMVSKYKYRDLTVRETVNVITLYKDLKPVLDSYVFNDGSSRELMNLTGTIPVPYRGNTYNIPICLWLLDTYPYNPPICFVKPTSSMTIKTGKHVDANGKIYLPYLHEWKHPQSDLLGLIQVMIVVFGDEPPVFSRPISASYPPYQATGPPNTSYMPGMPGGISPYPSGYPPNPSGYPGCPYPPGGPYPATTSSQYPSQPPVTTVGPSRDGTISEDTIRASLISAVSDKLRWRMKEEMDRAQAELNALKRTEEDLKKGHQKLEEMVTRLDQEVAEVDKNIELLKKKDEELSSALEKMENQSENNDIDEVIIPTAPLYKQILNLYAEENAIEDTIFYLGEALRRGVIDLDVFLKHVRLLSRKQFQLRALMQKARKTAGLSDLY
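FP read-out: FITC-PTAP peptide, 50 nM final, binding Tsg101 binding domain, 10 uM final; 20 min, r.t.; 10 mM HEPES pH 7.5, 0.15 M NaCl, 0.01% Tween 20, 3 mM EDTA, 0.1 mM TCEP.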
AT treatment – candidate therapy for ataxia-telangiectasia. […] A-T fibroblasts, KAP-1 phosphorylation AlphaLISA; neocarzinostatin DNA damage 30 min before lysis. Potency, µM (titrated, usually from 57.5 µM), for the others: top-dose activation, hits mostly activators. actives 0.19% (n = 320,000); also: potency is read from the fitted curve at half-maximal effect; % of control where 0% means no effect; nearly all actives have a fitted effect of over 45% in size
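hTERT-immortalized A-T patient fibroblasts ([…]), 500 cells/well in OPTI-MEM, 1% FBS, got compounds for 60 min, then NCS for 30 min at 37C. Lysates were then assayed for phospho-KAP-1 by AlphaLISA (anti-pKAP1 donor, anti-KAP1 acceptor beads), 6 hr at 25C.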
* marks the source's active call; other numbers are inactive results; u = inconclusive; x = not tested or not shown; [ ] = remark or other dose. Unless noted, calls follow the shape of the dose curve; as a rule, active = well fitted curve in the direction sought with a large enough effect; inconclusive = small, poorly fitted or top-dose-only effect, or another doubt; inactive = no such curve, though single readings can be large; an effect the other way counts as inactive or inconclusive. Not all compounds are listed; rates above refer to the full screens.

SMILES	Integrin act MD	MBNL1-CUG inh	Mito fusion yeast	Menin-MLL TR inh	CXXC DNA block	TSHR antagonist	TCR act	S-ASM inh	TSG101-PTAP inh	AT treatment
CCN(CC(=O)Nc1cc(Cl)ccc1OC)CC(=O)NC1CCS(=O)(=O)C1 (stereo not drawn)	-31.2%	0.1%	4.5%	x	-2.1%	-5.8	0.0%	2.7%	1.4%	-16.9%
COC(=O)c1ccc(C2/C(=C(/O)c3ccc(OC)cc3)C(=O)C(=O)N2c2cc(C)on2)cc1 (stereo not drawn)	0.8%	u	-1.8%	35.5%[activator]	-6.4%	3.8	-2.9%	0.1%	-10.2%	4.9%
CCCn1c(SCC(=O)Nc2cc(S(=O)(=O)N3CCOCC3)ccc2OC)n[nH]c1=O	5.5%	x	-18.2%	-14.5%	9.7%	-3.5	-5.8%[46.1 µM]	4.4%	-1.8%	-2.6%
Cc1nc(N(C)Cc2ccccc2)c2nnn(Cc3ccccc3)c2n1	3.8%	3.0%	15.6%	-3.3%	2.5%	-5.6	0.2%	-10.4%	-5.0%	12.1%
Cc1ccc(C)c(NC(=S)NCc2ccccc2)c1	3.3%	-0.6%	-13.6%	11.2%	-3.4%	4.4	-1.6%	-1.0%	-0.1%	3.3%
CCCCNC(=O)C1CCN(Cc2ccc(OCc3ccccc3)c(OC)c2)CC1	-35.0%	-8.3%	-9.9%	9.6%	8.3%	-2.7	-2.3%	-1.4%	-7.1%	0.1%
O=C(NCc1cccnc1)c1cccc(S(=O)(=O)Nc2ccc(F)cc2)c1	35.6%	x	-6.8%	x	x	-2.2	-2.1%	x	-6.5%	-0.9%
O=C(NC1CCN(C(=O)NC2CCCCC2)CC1)c1cccc(F)c1	2.3%	2.6%	-0.3%	11.5%	9.7%	-10.1	-1.6%	-3.6%	-0.2%	3.9%
O=C(NCC12CC3CC(C1)CC(CNC(=O)N1CCCC1)(C3)C2)N1CCCC1	-13.4%	-5.6%	-1.5%	11.5%	4.0%	0.5	4.6%	2.8%	-5.8%	7.1%
CCCCCn1c(=S)[nH]c2cc(C(=O)N3CCN(C(=O)OCC)CC3)ccc2c1=O	-0.1%	-6.7%	0.7%	-1.2%	7.2%	6.5	4.2%	-0.3%	-2.7%	-3.5%
COc1ccc(OC)c(N/C(C)=C/C(=O)c2ccc(Br)cc2)c1	42.5%	9.4%	6.2%	-1.1%	u	-13.2	x	19.4%	-1.6%	0.8%
O=C(O)C1CCCCC1C(=O)Nc1ccccc1Nc1ccccc1 (stereo not drawn)	3.2%	6.7%	1.2%	-20.2%	11.8%	7.6	-7.5%	0.0%	-7.4%	-4.6%
COc1cc(/C=C2/NC(=O)NC2=O)cc(Br)c1OCc1ccccc1	4.2%	x	4.0%	-2.2%	12.6%	-3.0	6.9%	-8.7%	-2.6%	2.4%
CC(=O)N1N=C(c2ccc3nccnc3c2)CC1c1ccccc1 (stereo not drawn)	18.3%	13.3%	-1.2%	u	3.5%	12.7	-5.9%	-1.4%	-1.8%	0.4%
O=C(Nc1cc2c(cc1Cl)OCCCO2)c1ccccc1	u	-0.9%	3.7%	x	-6.9%	-8.6	3.9%	-0.2%	-0.1%	3.3%
Cn1cnc2c(NCc3ccccc3)nc(NCCO)nc21	x	x	-9.5%	-2.6%	-8.8%	-7.2	x	x	x	x
O=CN1CCN(C(=O)c2cc3cc(Cl)ccc3[nH]2)CC1	1.5%	13.8%	2.2%	0.9%	9.3%	-4.4	x	-4.5%	-0.7%	-3.8%
C=CCN1C(=Nc2cccnc2)SCC1(O)c1ccc(C)cc1 (stereo not drawn)	x	-5.5%	-20.3%	0.9%	-6.3%	u	x	x	x	-2.7%
CCC(=O)N/C(=N/c1nc(C)cc(C)n1)Nc1ccc(OC)cc1	-33.8%	-15.2%	-0.6%	-23.2%	-0.1%	-6.6	1.2%[46.1 µM]	-1.0%	-7.1%	-2.4%
COc1ccc(CCN2C(=O)CS/C2=N\NC(=O)c2ccc(C(C)(C)C)cc2)cc1OC	-27.5%	-12.4%	-3.0%	-13.5%	9.1%	-2.4	1.3%[46.1 µM]	0.8%	-0.9%	3.6%
Cc1ccc(NC(=O)CCNS(=O)(=O)c2ccc3[nH]c(=O)oc3c2)c(C)c1	-8.5%	0.4%	-2.5%	17.8%	12.5%	3.9	3.1%	2.3%	-3.3%	5.7%
CCOC(=O)C1=C(C)N=C2SC(CC)C(=O)N2C1c1cccc(F)c1 (stereo not drawn)	9.5%	6.4%	u	-12.9%	-12.9%	-19.8	5.2%	-4.1%	-5.5%	x
Cc1ccc(C2(C)NC(=O)N(CC(=O)Nc3ccc(S(=O)(=O)Nc4nccs4)cc3)C2=O)cc1 (stereo not drawn)	17.3%	x	5.2%	x	x	-0.6	3.4%	2.6%	-4.8%	5.8%
COC(=O)[C@H](Cc1ccccc1)N1C/C=C\COc2c(Cl)cc(Cl)cc2S1(=O)=O	-2.0%	x	x	x	x	u	-2.4%[46.1 µM]	6.9%	0.3%	-0.8%[11.5 µM]
Cc1ccc([N+](=O)[O-])c2c1C(N1CC(C)OC(C)C1)C(C)(C)O2 (stereo not drawn)	20.5%	8.4%	-22.6%	-18.6%	0.8%	-7.3	8.3%	2.2%	0.4%	3.7%

More results follow.
SMILES	Integrin act MD	MBNL1-CUG inh	Mito fusion yeast	Menin-MLL TR inh	CXXC DNA block	TSHR antagonist	TCR act	S-ASM inh	TSG101-PTAP inh	AT treatment
Cc1c(O)c(CN(C)C)cc2c1oc(=O)c1ccccc12	4.6%	7.1%	-5.8%	x	7.7%	0.1	7.6%	18.4%	-4.6%	-6.3%
Cc1ccc(-c2nn(C)c(=O)c3ccccc23)cc1CNC(=O)NC1CCCCC1	-9.5%	-2.9%	3.6%	x	-1.5%	-8.2	1.3%	-0.2%	-0.1%	7.7%
COC(=O)c1scc(C)c1NS(=O)(=O)c1ccc(NC(C)=O)cc1	-6.3%	-3.6%	-2.4%	x	39.7%[activator]	-8.3	0.3%	-1.4%	-2.2%	0.4%
CCOc1ccc(S(=O)(=O)Nc2ccccc2C(=O)Nc2ccccc2N2CCOCC2)cc1	2.5%	-8.2%	17.7%	-27.4%	18.7%	-4.2	x	-1.1%	-14.1%	21.2%
CCC1CCCCN1CCCNC(=O)c1cn(CC)c2ccc(S(=O)(=O)N(C)C3CCCCC3)cc2c1=O (stereo not drawn)	-55.0%	-8.6%	-4.2%	x	-5.7%	2.0	-16.2%	-2.4%	-3.9%	-3.2%
CCCCc1ccc(NC(=S)NN2CCOCC2)cc1	-9.2%	14.8%	-2.7%	5.7%	-10.0%	6.7	0.0%[46.1 µM]	3.8%	-1.1%	-4.8%
CC(C)(C)NS(=O)(=O)c1ccc(Oc2ncc(C(F)(F)F)cc2Cl)cc1	4.0%	2.1%	22.6%	0.9%	-7.6%	-3.6	2.5%	-6.5%	-8.1%	-0.2%
CCc1ccccc1NC(=O)CCS(=O)(=O)c1ccc(Br)cc1	3.8%	-2.5%	-6.1%	13.8%	-3.8%	1.5	3.1%	0.9%	-2.3%	-15.8%
CC(Sc1nnc(-c2ccco2)n1N)C(=O)NCc1ccc2c(c1)OCO2 (stereo not drawn)	9.8%	x	-0.6%	x	x	-6.6	1.3%	2.8%	1.8%	3.6%
Cc1nn(CCCC(=O)NC(C)c2ccccc2)c(=O)c2nn(-c3ccccc3)c(C)c12 (stereo not drawn)	2.4%	-5.0%	-8.7%	-9.9%	-11.7%	-7.4	-9.3%	0.2%	-5.7%	-2.4%
CC(C)NC(=O)C1CCN(Cc2cnn(-c3ccccc3)c2-n2cccc2)CC1	-14.9%	-0.9%	-4.2%	-17.3%	7.3%	2.3	6.5%	1.1%	-4.0%	5.8%
Cc1sc2ncn(CC(=O)NCCCC(=O)Nc3ccc(C(C)C)cc3)c(=O)c2c1C	u	-0.2%	-4.9%	36.6%[activator]	7.8%	-28.9	7.2%	-4.4%	-1.1%	-1.0%
CCCc1cc(C(N)=O)c(NC(C)=O)s1	18.6%	-1.6%	2.8%	u	x	3.7	-2.7%	5.1%	-4.9%	-3.5%
Cc1noc(C)c1C(=O)OCC(=O)Nc1ccccc1SCC#N	1.2%	x	2.3%	x	x	5.2	0.2%	8.2%	-8.5%	-9.2%
O=C(CN1C(=O)NC2(CCCCCCC2)C1=O)NCc1ccc(Cl)cc1	44.1%	x	x	x	x	145.7	7.7%	3.9%	-1.8%	2.4%
